RSV antiviral HEp-2 = RSV antiviral activity via CPE protection, HEp-2 cells, primary 10 µM value included (AID 2391) | HEp-2 cells, RSV-induced CPE inhibition; higher % means a stronger effect | one-dose CPE inhibition, % at 10 µM; IC50 in µM for titrated hits | actives 0.13% (n = 310,000); in the data active = a potency from the dose series; inconclusive = CPE inhibition mostly from about 23% at the one dose, without a potency; inactive = the rest, 99 in 100 with CPE inhibition below about 21%; also: strong numbers were not always called active
LYP phosphatase = inhibitors of LYP phosphatase, biochemical, fluorescence intensity, uHTS (AID 1779) | one-dose inhibition, % at 11.5 µM; IC50 in µM for titrated hits | actives 0.054% (n = 290,000) | recombinant LYP phosphatase, fluorescence intensity; higher % means a stronger effect; in the data active = inhibition above about 50%;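 also: plate controls were vehicle with enzyme for no effect and no enzyme for full effect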
NS5 inhibitors = Dengue-2 NS5 methyltransferase inhibitors, primary screen, biochemical, confirmation dose response (AID 588689) | Dengue-2 NS5 methyltransferase capping enzyme assay, biochemical; higher % means a stronger effect | inhibition, % at 25 µM; hits with a dose series show IC50 in µM | actives 0.3% (n = 340,000); in the data active = a potency from the dose series; inconclusive = inhibition above about 29% without an active follow-up result
UTI89 phage lysis = inhibition of K1F phage lysis, E. coli UTI89, bacterial capsule biogenesis inhibitors, alamar blue (AID 488966); E. coli UTI89 K1F phage lysis, alamar blue, 2 h; higher % means a stronger effect; inhibition, % at 100 µM, or IC50 in µM where a hit was titrated; actives 0.02% (n = 340,000);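 active = phage lysis inhibition, versus mean bacterial control, above a set limit; inconclusive = no clear call, values can overlap the other calls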;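 also: capsule biogenesis inhibitors block K1F phage lysis so surviving cells raise fluorescence; higher fluorescence means more inhibition of phage lysis; actives were called in the ten point dose series up to 300 µM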
Autophagy HCS = autophagy modulators in MEF cells, primary screen, imaging, high-content, MEF GFP-LC3; MEF GFP-LC3 puncta imaging; test concentration mostly 10 µM; actives 0.98% (n = 190,000); AID 463193, 2010; calls only at 10 µM (by protocol);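 active = percentage of spot-positive cells more than 3 SD above its plate mean, without a fluorescence outlier flag or 80% toxicity; inconclusive = no clear call, values can overlap the other calls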;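 also: spot-positive cell cutoff set from DMSO-treated cells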
NTR1 agonist = agonists of NTR1, primary screen, imaging, U2OS cells, beta-arrestin-GFP, high content (AID 493036) | NTR1-U2OS beta-arrestin-GFP spot imaging, agonist mode | Neurotensin receptor type 1 (Homo sapiens), P30989 | activation, % at 20 µM | actives 0.17% (n = 330,000);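 active = activation at or above 40% of the spot to cytoplasm intensity ratio, with at least 20 cells analyzed; inconclusive = wells under 20 cells, flagged as cytotoxic or low count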;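 also: 0% = DMSO without peptide and 100% = 100 nM NTR1 peptide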
Target sequence (P30989 whole entry, looked up): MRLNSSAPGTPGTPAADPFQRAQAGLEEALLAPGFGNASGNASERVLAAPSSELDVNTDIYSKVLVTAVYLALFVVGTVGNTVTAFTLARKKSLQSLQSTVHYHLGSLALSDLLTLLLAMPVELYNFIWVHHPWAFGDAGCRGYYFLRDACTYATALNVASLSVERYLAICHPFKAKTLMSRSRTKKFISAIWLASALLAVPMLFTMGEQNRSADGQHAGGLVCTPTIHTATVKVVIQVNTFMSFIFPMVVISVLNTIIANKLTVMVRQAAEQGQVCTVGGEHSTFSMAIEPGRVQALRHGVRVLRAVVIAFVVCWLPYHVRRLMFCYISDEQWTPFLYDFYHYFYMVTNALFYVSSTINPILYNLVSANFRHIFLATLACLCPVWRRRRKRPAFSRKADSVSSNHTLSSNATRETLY
WT yeast gro inh = growth inhibition of WT strain, primary screen, mitochondrial fusion inhibitor project, WT and mutant strains, chemical genetic; actives 2.1% (n = 190,000); AID 1362, 2008; inhibition, % at 10 µM; mitochondrial fusion phenotypic screen; in the data active = inhibition above about 58%; tested in S. cerevisiae
AID2073 = inhibitors of Mint1-CaV2.2 protein interaction, biochemical, HTRF (AID 2073) | HTRF protein-protein interaction, Mint1-CaV2.2; higher % means a stronger effect | inhibition, % at 20 µM; hits with a dose series show IC50 in µM | actives 0.19% (n = 290,000); in the data active = inhibition mostly above about 51%, no sharp cut-off; inconclusive = no clear call, values can overlap the other calls; inactive = mostly below about 53%; also: some results filed as inactive read as strong as hits
GPR35 arrestin U2OS = GPR35 antagonists blocking zaprinast-driven arrestin recruitment, primary screen, imaging, U2OS, beta-arrestin-GFP, zaprinast agonist (AID 2058); G-protein coupled receptor 35 (Homo sapiens); U2OS GPR35 beta-arrestin-GFP translocation imaging, zaprinast antagonism; higher % means a stronger effect; inhibition, % at 10 µM; hits with a dose series show IC50 in µM; actives 0.052% (n = 290,000);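 active = inhibition of at least 50% with at least 30 cells and total cytoplasm GFP at most 10,000,000; inconclusive = under 30 cells or total GFP of 10,000,000 plus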
WT yeast gro inh mutant strain = recorded beside WT yeast gro inh, whose call it bears; inhibition, %; mitochondrial fusion phenotypic screen, mutant strain inhibition
Autophagy HCS cell loss 18 h = also measured in Autophagy HCS; calls as there; toxicity, %; measured here: cell loss, nuclei count;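 cell loss after 18 h compound exposure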
NTR1 agonist cell count 20 µM = further read-out of NTR1 agonist, marked with its call; cell count; measured here: cell count, cytotoxicity flag
NS5 inhibitors pilot replicate = further read-out of NS5 inhibitors, marked with its call; inhibition, %; measured here: pilot screen replicate inhibition
* = called active by the depositor; i = inactive; ? = inconclusive; . = no result given; + = active, no number; [ ] = dose if it differs, or a comment.

SMILES | RSV antiviral HEp-2 | LYP phosphatase | NS5 inhibitors | UTI89 phage lysis | Autophagy HCS | Autophagy HCS cell loss 18 h | NTR1 agonist | NTR1 agonist cell count 20 µM | WT yeast gro inh | WT yeast gro inh mutant strain | AID2073 | GPR35 arrestin U2OS | others
CS(=O)(=O)N1CCC(C(=O)N2CCc3ccccc3C2)CC1 | 1.6% | -5% | -1% | 8.4% | i | 5 | -0.1 | 49 | 4 | -7 | -5% | -10%
Cc1cc(Br)ccc1NC(=O)c1ccco1 | 0.3% | -8% | -11% | i | . | . | -0.3 | 59 | . | . | 4% | -14%
O/N=C1\CCCc2ccccc21 | 2.2% | -5% | 3% | -2.6% | i | -26 | -1.4 | 49 | -13 | 1 | 1% | 16%
CCCCSc1nnc(-c2ccccc2)c2ccccc12 | 11% | 4% | -8% | 0.3% | i | 12 | 6.5 | 77 | 82* | 25* | -5% | 16%
O=C(NCC1(N2CCOCC2)CCCCC1)c1cccc(S(=O)(=O)Nc2ccc(F)cc2)c1 | 1.0% | . | -6% | 0.4%[50 µM] | . | . | 0.4 | 69 | . | . | . | .
Cn1c(CCNC(=O)c2ccco2)nc2cc(NS(=O)(=O)c3ccc(Cl)cc3)ccc21 | 2.8% | -3% | 4% | -0.4% | i | 2 | 0.2 | 67 | 3 | 17 | ? | 7% | NS5 inhibitors pilot replicate=0.3
CC(=O)c1ccc(NC(=O)N2CCc3ccccc3C2)cc1 | 6.5% | 1% | -11% | -0.2% | i | 22 | -0.2 | 59 | -21 | 11 | 3% | -5%
CCCCSC1=N/C(=C/c2ccsc2)C(=O)N1c1ccccc1 | 5.8% | 1% | -2% | 1.9%[50 µM] | i | -2 | 23 | 67 | 22 | 0 | 6% | -10%
COc1cc(C(=O)Nc2ccc(N(C)C)cc2)cc(OC)c1OC | 1.6% | -6% | 8% | 0.8% | i | 24 | -0.4 | 53 | 6 | -1 | -15% | 3%
c1cc(CNCC2CCCO2)ccn1 (stereo not given) | 1.5% | -2% | 4% | 0.1% | i | 6 | -0.8 | 61 | -21 | -11 | 3% | 7%
O=C(COC(=O)Cc1ccsc1)Nc1cccc(F)c1 | 0.2% | . | -1% | 0.5%[50 µM] | . | . | 11 | 64 | . | . | . | .
O=C(N/N=C/c1ccc(Cl)cc1)c1cc(-c2cccnc2)nc2ccccc12 | -0.1% | 4% | -3% | 0.0% | i | 37 | 7.5 | 41 | 8 | 5 | 13% | 3%
COc1cc2cc(NC(C)=O)cc(NCc3ccccc3)c2cc1OC | 1.8% | -1% | 3% | 0.0% | . | . | -2.4 | 59 | . | . | -9% | -8% | NS5 inhibitors pilot replicate=-1.5
CC(=O)NC1CC2CCCC(C1)N2S(=O)(=O)c1cccc(F)c1 (stereo not given) | 1.4% | 3% | -5% | 0.1% | i | 1 | -3.1 | 87 | -11 | 2 | -4% | 6%
Cc1nc(CN2CCN(C(=O)CCc3nnc(Cc4c[nH]c5ccccc45)o3)CC2)cs1 | 0.6% | -2% | -3% | 0.0% | i | 31 | -1.5 | 87 | -8 | -5 | 12% | -10%
CSCc1c(C(=O)NCCc2ccccn2)oc2ccccc12 | 0.5% | -6% | -3% | 0.0% | . | . | -0.7 | 48 | . | . | -15% | -15%
N/C(CS(=O)(=O)c1ccccc1)=N\OC(=O)c1ccc(F)cc1 | 1.3% | -13% | -4% | 0.3%[50 µM] | . | . | -0.3 | 79 | . | . | 2% | 4%
Cc1cccc(C(=O)NNC(=O)c2ccc(-c3ccccc3)cc2)c1 | 4.3% | -7% | -3% | 0.5% | i | -1 | 1.6 | 40 | -10 | -23 | 6% | 1%
CC(C)(C)CC(=O)Nc1cccc2c1CCCC2 | 1.2% | -7% | -6% | 2.0% | i | 10 | -1.5 | 64 | -8 | -2 | -3% | -17%
O=c1cc(-c2ccc(Cl)cc2)nc(N2CCN(c3ccccc3)CC2)[nH]1 | 1.7% | -2% | 3% | -0.1% | . | . | 0.7 | 68 | . | . | 11% | -8%

Random excerpt: 4 compounds from above, in no set order.
SMILES | RSV antiviral HEp-2 | LYP phosphatase | NS5 inhibitors | UTI89 phage lysis | Autophagy HCS | Autophagy HCS cell loss 18 h | NTR1 agonist | NTR1 agonist cell count 20 µM | WT yeast gro inh | WT yeast gro inh mutant strain | AID2073 | GPR35 arrestin U2OS | others
CSCc1c(C(=O)NCCc2ccccn2)oc2ccccc12 | 0.5% | -6% | -3% | 0.0% | . | . | -0.7 | 48 | . | . | -15% | -15%
O=C(N/N=C/c1ccc(Cl)cc1)c1cc(-c2cccnc2)nc2ccccc12 | -0.1% | 4% | -3% | 0.0% | i | 37 | 7.5 | 41 | 8 | 5 | 13% | 3%
O=C(COC(=O)Cc1ccsc1)Nc1cccc(F)c1 | 0.2% | . | -1% | 0.5%[50 µM] | . | . | 11 | 64 | . | . | . | .
CC(=O)NC1CC2CCCC(C1)N2S(=O)(=O)c1cccc(F)c1 (stereo not given) | 1.4% | 3% | -5% | 0.1% | i | 1 | -3.1 | 87 | -11 | 2 | -4% | 6%

Remaining list, next part.
SMILES | RSV antiviral HEp-2 | LYP phosphatase | NS5 inhibitors | UTI89 phage lysis | Autophagy HCS | Autophagy HCS cell loss 18 h | NTR1 agonist | NTR1 agonist cell count 20 µM | WT yeast gro inh | WT yeast gro inh mutant strain | AID2073 | GPR35 arrestin U2OS | others
CC(=O)N/C(=N\c1nc(C)cc(C)n1)Nc1ccc(Cl)cc1Cl | 4.1% | -4% | -1% | 0.0% | . | . | 0.2 | 83 | . | . | 13% | -3%
COc1cccc(CC(=O)Nc2ccc3nc(C)sc3c2)c1 | 11% | -11% | -3% | 0.1% | i | 6 | -1.0 | 77 | 64* | 50* | -8% | 2%
CC(C)OCCCNC(=O)c1ccc(CS(=O)(=O)Cc2ccccc2F)o1 | 0.5% | -5% | -5% | 8.5% | i | -6 | 0.8 | 73 | -13 | -24 | 8% | 7%
CCCC(=O)Nc1nnc(COC)s1 | 0.0% | -2% | -8% | 0.1% | i | -2 | 1.5 | 58 | 8 | 11 | -5% | -4%
COc1ccccc1NC(=O)CN(Cc1ccco1)C(=O)c1ccc(Cl)nc1 | 0.1% | -2% | -2% | 1.0% | i | 19 | -0.6 | 36 | 5 | 1 | 14% | 2%
COc1ccc(/C=C/C(=O)NCC(=O)n2nc(C)cc2C)cc1 | 0.6% | -6% | . | . | . | . | -0.6 | 33 | . | . | -18% | 15%
Cc1csc(NC(=O)CSc2nc3nc(C)cc(C)n3n2)n1 | 0.6% | . | -4% | 1.1%[50 µM] | . | . | 2.7 | 57 | . | . | . | .
C=CSc1sc(Cl)c(N(C)C)c1[N+](=O)[O-] | 3.9% | -10% | -5% | -0.7% | i | 9 | 0.3 | 29 | -3 | 4 | 6% | 17%
c1ccc(OCCCc2nc(-c3ccncc3)no2)cc1 | ? | 2% | -3% | 0.2% | i | -1 | 3.1 | 42 | -24 | -8 | 4% | -6%
CSc1ncccc1C(=O)NCCc1ccc(Cl)cc1 | 0.1% | -2% | 3% | -2.4% | i | -4 | 1.4 | 68 | 16 | -17 | 11% | -9%
CCc1ccc(N2CC(C(=O)NC3CCCCC3C)CC2=O)cc1 (stereo not given) | -0.2% | -4% | -8% | 0.1% | . | . | -1.5 | 58 | . | . | 8% | 13%
Cc1cccc(N2CCN(S(=O)(=O)c3c(C)nc4scc(C)n4c3=O)CC2C)c1 (stereo not given) | 12% | -6% | 6% | -0.1% | . | . | 0.2 | 34 | . | . | 8% | -3%
CCCCN(C)CCCNC(=O)c1ccc2c(c1)N(CC)C(=O)c1ccccc1S2=O (stereo not given) | -0.3% | -4% | -2% | 0.1% | . | . | 0.9 | 77 | . | . | 10% | 2%
CCOC(=O)C1CCN(Cc2ccc(OC)c(C)c2OC)CC1 | 1.4% | -8% | -3% | -0.2% | i | -5 | 0.2 | 86 | -9 | 7 | -5% | 2%
CC(=O)Nc1ccc(-c2csc(NC(=O)c3ccc(C)o3)n2)cc1 | 0.6% | -3% | -2% | 0.4% | i | -24 | 1.7 | 40 | 9 | 6 | 8% | -9%
CN(C)c1ccc(/C=C/C=C2/SC(=S)N(c3ccccc3)C2=O)cc1 | 0.4% | 15% | -8% | 1.0% | + | 6.9* | 3.2 | 43 | 22 | 8 | 18% | 8%
CCCc1ccc(S(=O)(=O)N2CCN(C(C)C(=O)NCc3ccc(OC)cc3)CC2)cc1 (stereo not given) | 4.7% | . | 13% | 0.2%[50 µM] | . | . | 3.8 | 98 | . | . | . | .
CC(NC(=O)CN1C(=O)NC(C)(c2cccc3ccccc23)C1=O)c1ccccc1 (stereo not given) | 0.1% | 14% | -1% | -0.2% | . | . | -1.5 | 40 | . | . | 10% | 2%
O=S(=O)(Nc1ccc2c(c1)nc1n2CCOC1)c1ccccc1 | -0.3% | -4% | 7% | -0.7% | i | 2 | 2.1 | 79 | 5 | 19 | 13% | -10% | NS5 inhibitors pilot replicate=6.7
Cc1ccc(C)c(NC(=O)c2sc(Cl)nc2C)c1 | 1.6% | 0% | -5% | 1.9%[50 µM] | i | -11 | -0.5 | 64 | -11 | -8 | 4% | 3%
CC(=O)Oc1ccc2cc(-c3ccccc3)c(=O)oc2c1 | 3.8% | -16% | -7% | 0.2% | . | . | -0.3 | 85 | . | . | 34% | 17%
CCc1ccc(C(=O)COC(=O)C(CCSC)NC(=O)c2ccccc2)cc1 (stereo not given) | 2.2% | 1% | -3% | 0.0% | i | -7 | 0.2 | 98 | 13 | 15 | 26% | 5%
O=C(NCCC1=CCCCC1)C(=O)NCC1OCCCN1S(=O)(=O)c1ccc(F)cc1 (stereo not given) | -0.3% | -9% | 4% | 0.5% | i | -6 | -1.4 | 94 | 1 | 6 | 3% | 2%
CCOc1ccc(NC(=O)CCN2CCN(C)CC2)cc1 | 0.1% | -7% | 5% | 0.1% | . | . | -1.0 | 56 | . | . | 17% | 8%
CCC(=O)c1cn(CC(=O)NCc2ccco2)c2ccccc12 | 0.8% | 4% | -3% | 5.5% | i | 2 | -1.7 | 44 | -22 | -2 | -1% | 8%
CCOC(=O)c1ccccc1NC(=O)CSc1nnc(COc2ccccc2C)n1C | 1.6% | 6% | -8% | 0.0% | i | -1 | 1.6 | 70 | 13 | -24 | 2% | -7%
